Screening results deposited in PubChem by Sanford-Burnham Center for Chemical Genomics.
GPR35 antagonists – GPR35 antagonists blocking zaprinast-driven arrestin recruitment, primary screen, imaging, U2OS, beta-arrestin-GFP, zaprinast agonist (AID 2058); one-dose inhibition, % at 10 µM; IC50 in µM for titrated hits; G-protein coupled receptor 35 (Homo sapiens); 290,000 tested, 0.052% active; U2OS GPR35 beta-arrestin-GFP translocation imaging, zaprinast antagonism; higher % means a stronger effect;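 active = inhibition of at least 50% with at least 30 cells and total cytoplasm GFP at most 10,000,000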
AID2073 – inhibitors of Mint1-CaV2.2 protein interaction, biochemical, HTRF (AID 2073). Voltage-dependent N-type calcium channel subunit alpha-1B (Homo sapiens). HTRF protein-protein interaction, Mint1-CaV2.2; higher % means a stronger effect. inhibition, % at 20 µM, or IC50 in µM where a hit was titrated. 290,000 tested, 0.19% active; in the data active = inhibition mostly above about 51%, no sharp cut-off; note: some results filed as inactive read as strong as hits
GPR55 LPI antagonism – GPR55 antagonists blocking LPI-driven arrestin recruitment, primary screen, imaging, U2OS, beta-arrestin-GFP, LPI agonist (AID 2013). inhibition, % at 10 µM; hits with a dose series show IC50 in µM. 290,000 tested, 0.13% active. U2OS GPR55 beta-arrestin-GFP translocation imaging, LPI antagonism; higher % means a stronger effect. G-protein coupled receptor 55 (Homo sapiens);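 active = spots per cell inhibited over 60%, with over 100 cells counted and total cytoplasm intensity under 500,000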;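 note: U2OS cells stably carrying GPR55 and arrestin-GFP stimulated by 5 µM LPI near EC80; imaged beta-arrestin-GFP aggregate spots per cell after agonist stimulation; plate controls were LPI-stimulated DMSO wells for no effect and DMSO wells without LPI for full effect; some results filed as inactive read as strong as hits; confirmed hits need IC50 under 10 µM and bright autofluorescent wells are also inconclusive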
KOR beta-arrestin-1 – KOR agonists, beta-arrestin recruitment, primary screen, cell-based, luminescence, uHTS (AID 1777) | KOR beta-arrestin recruitment, luminescence; higher % means a stronger effect | activation, % at 10 µM, or EC50 in µM where a hit was titrated | 280,000 tested, 0.02% active; in the data active = activation above about 50%, passing the limit was not always enough; note: a part of the inactive calls stands beside numbers as strong as those of hits
SIAH1 antagonists – Siah-1 peptide-binding antagonists, primary screen, biochemical, fluorescence polarization, rhodamine-plectin, uHTS (AID 1817); E3 ubiquitin-protein ligase SIAH1 (Homo sapiens); Siah-1 / rhodamine-plectin peptide fluorescence polarization; higher % means a stronger effect; one-dose displacement, % at 20 µM; IC50 in µM for titrated hits; 290,000 tested, 0.02% active;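 active = displacement of at least 50% at 20 µM, with a fluorescence ratio check between 0.3 and a set limit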;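 note: plate controls were Siah plus tracer with DMSO for no effect and tracer alone without Siah for full effect; strong numbers were not always called active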
GPR55 activation – GPR55 agonists via beta-arrestin recruitment, primary screen, imaging, U2OS cells, beta-arrestin-GFP redistribution (AID 1961). G-protein coupled receptor 55 (Homo sapiens). U2OS GPR55 beta-arrestin-GFP redistribution imaging; higher % means a stronger effect. activation, % at 10 µM, or EC50 in µM where a hit was titrated. 290,000 tested, 0.048% active;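 active = activation above 40% with more than 50 cells counted in the well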;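 note: U2OS osteosarcoma cells stably expressing GPR55 and beta-arrestin-GFP; plate controls were DMSO negative control for no effect and LPI positive control for full effect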
NOD1 inhibition – NOD1 signaling inhibitors, primary screen, cell-based, luminescence, uHTS (AID 1578); inhibition, % at 4 µM, or EC50 in µM where a hit was titrated; 290,000 tested, 1% active; NOD1-driven NF-kB luciferase reporter cells, luminescence; higher % means a stronger effect; in the data active = inhibition mostly above about 36%, no sharp cut-off; inactive = mostly below about 34%;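 note: HEK-293T reporter cells stimulated with the NOD1 agonist gamma-tri-DAP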
HIV fusion peptide – inhibitors of HIV fusion peptide binding, primary screen, biochemical, uHTS, fluorescence dequenching (AID 1986). cell-free peptide binding, fluorescence dequenching, 30 min; higher % means a stronger effect. one-dose inhibition, % at 20 µM; IC50 in µM for titrated hits. 290,000 tested, 0.3% active; in the data active = inhibition mostly above about 52%, no sharp cut-off; inactive = mostly below about 76%; note: some results filed as inactive read as strong as hits
KOR beta-arrestin-2 – KOR antagonists, beta-arrestin recruitment, cell-based, luminescence, uHTS (AID 1778). Kappa-type opioid receptor (Homo sapiens). KOR beta-arrestin recruitment, luminescence, antagonist mode; higher % means a stronger effect. inhibition, % at 10 µM; hits with a dose series show IC50 in µM. 290,000 tested, 0.091% active; in the data active = inhibition above about 50%; note: strong numbers were not always called active
* = called active by the depositor; · = no result given; [ ] = another dose, or the depositor's remark. An excerpt; rates above refer to the full screens.

SMILES	GPR35 antagonists	AID2073	GPR55 LPI antagonism	KOR beta-arrestin-1	SIAH1 antagonists	GPR55 activation	NOD1 inhibition	HIV fusion peptide	KOR beta-arrestin-2
O=C(NCc1cccnc1)C1CC(c2ccc(F)cc2)=NO1 (configuration not stated)	21%	-2%	15%	2.4%	2%	-0.1%	-25%	-2.4%	-25%
O=C1CCC(=O)N(O)CCCCCNC(=O)CCC(=O)N(O)CCCCNC(=O)CCC(=O)N(O)CCCCCN1	7%	-6%	-5%	-0.6%	0%	0.0%	1%	0.5%	19%
Cc1sc2nc3ccc(N4CCCC4)nn3c(=O)c2c1C	1%	24%	6%	3.4%	0%	-0.1%	0%	0.2%	5%
COc1c2occc2c(OC)c2c(=O)cc(C(F)(F)C(F)(F)F)oc12	5%	4%	-6%	0.9%	-4%	-0.3%	2%	0.4%	-12%
CCc1ccc(CCC(=O)Nc2sc(C)c(C)c2C(=O)OC)o1	0%	-9%	11%	-2.6%	-1%	0.0%	10%	1.1%	40%
O=C(Cn1nc(-c2ccccc2)c2ccccc2c1=O)Nc1ccc(F)cc1	-11%	-5%	-29%	-4.6%	7%	0.3%	-2%	15%	25%
C=CCOC(=O)C1=C(C)N=C2SCCC(=O)N2C1/C=C/c1ccccc1 (configuration not stated)	8%	-7%	25%	·	-1%	0.1%	-15%	-0.6%	·
CCOC(=O)C(/C=C(\C#N)C(=O)OCC)=C(/N)N1CCN(c2ccc(OC)cc2)CC1	-15%	9%	4%	-0.1%	0%	0.5%	-9%	-0.8%	39%
Cc1c(OCC(=O)N[C@@H](CSCc2ccccc2)C(=O)O)ccc2c3c(c(=O)oc12)CCC3	-1%	11%	1%	-1.4%	-2%	-0.1%	-22%	1.3%	0%[20 µM]
Cc1cccc2nc(CSCc3ccco3)cn12	23%	2%	-3%	-8.6%	-5%	-0.2%	-12%	2.6%	-18%
O=C(O)c1cc(S(=O)(=O)NCc2ccco2)c(Cl)cc1Cl	2%	4%	2%	-5.8%	0%	-0.2%	1%	1.2%	2%
O=C(NC1CCCC1)c1cccc(S(=O)(=O)N2CCCCC2)c1	1%	1%	14%	-3.6%	6%	0.0%	-21%	1.4%	33%
COc1ccc(OC)c(/C(C)=N\NC(=O)c2cc3cc(Cl)ccc3n2C)c1	10%	-15%	5%	-4.3%	-3%	0.5%	18%	-2.5%	16%
CCCN(C(=O)CSc1nc2c(cnn2-c2ccccc2)c(=O)[nH]1)C1CCS(=O)(=O)C1 (configuration not stated)	5%	-3%	8%	5.2%	6%	-0.3%	-1%	1.7%	20%
FC(F)(F)c1cccc(CNC(=S)Nc2ccccc2)c1	-5%	-23%	-11%	4.6%	3%	-0.1%	-43%	1.5%	-78%[20 µM]

Compound profiles (already shown). Values in the order: GPR35 antagonists | AID2073 | GPR55 LPI antagonism | KOR beta-arrestin-1 | SIAH1 antagonists | GPR55 activation | NOD1 inhibition | HIV fusion peptide | KOR beta-arrestin-2
COc1ccc(OC)c(/C(C)=N\NC(=O)c2cc3cc(Cl)ccc3n2C)c1 is listed as 10% | -15% | 5% | -4.3% | -3% | 0.5% | 18% | -2.5% | 16%
CCc1ccc(CCC(=O)Nc2sc(C)c(C)c2C(=O)OC)o1 is listed as 0% | -9% | 11% | -2.6% | -1% | 0.0% | 10% | 1.1% | 40%

Next section.
SMILES	GPR35 antagonists	AID2073	GPR55 LPI antagonism	KOR beta-arrestin-1	SIAH1 antagonists	GPR55 activation	NOD1 inhibition	HIV fusion peptide	KOR beta-arrestin-2
CCCN(CC(=O)Nc1cccc(Br)c1)CC(=O)Nc1ccc(F)c(F)c1F	3%	6%	5%	0.9%	-2%	-0.2%	-40%	4.0%	-15%
C/C(=N\NC(=O)CNC(=O)c1ccc2c(c1)OCCO2)c1ccco1	7%	-2%	-14%	7.2%	4%	0.0%	-9%	0.0%	20%
Cn1c(CNC(=O)CNS(=O)(=O)c2ccc(Br)cc2)cc(=O)n(C)c1=O	8%	12%	-6%	3.6%	-4%	-0.2%	20%	1.4%	-15%
O=C(COC(=O)c1cccc([N+](=O)[O-])c1)NC1CCCC1	-6%	18%	11%	-4.3%	7%	0.0%	2%	1.2%	-10%
COc1ccc(N2C(=O)C3C(C2=O)C2C=CC3C23CC3)c(OC)c1 (configuration not stated)	7%	-5%	19%	0.0%	11%	0.2%	-15%	3.6%	-23%
COc1ccc(NC(=O)CCN2CCN(S(=O)(=O)c3ccc(C(C)C)cc3)CC2)cc1	18%	0%	7%	-0.4%	1%	0.6%	5%	-1.1%	12%
C/C(CC(=O)Nc1ccc([N+](=O)[O-])cc1)=N\NC(=O)c1ccccc1[N+](=O)[O-]	18%	9%	7%	10%	-4%	-0.3%	-9%	-1.5%	-26%[20 µM]
Cc1ccc(CN=C(N)Nc2nc(C)cc(C)n2)cc1	-2%	-6%	-8%	0.4%	-1%	-0.1%	-42%	0.5%	-276%[20 µM]
CCCCOC(=O)Nc1ccc(C)c(Cl)c1	-3%	-5%	-1%	-3.3%	8%	0.3%	-23%	-1.7%	7%
c1ccc(NC2=NCCN2CC2CCCC2)cc1	3%	-2%	11%	-1.1%	0%	0.4%	-17%	1.2%	-15%[20 µM]
COc1cccc(CNC(=O)C2CCN(c3nnc(N4CCCC4=O)s3)CC2)c1	-1%	2%	8%	1.8%	0%	0.5%	2%	0.2%	3%[20 µM]
Cc1nc(N)nc(SCc2ccc([N+](=O)[O-])cc2)c1N	-1%	-8%	-1%	0.9%	-1%	-0.1%	-14%	3.6%	-2%
Cc1ccc(C)c(C2C(C#N)=C(N)Oc3cc(C)oc(=O)c32)c1 (configuration not stated)	6%	-3%	5%	-0.6%	9%	-0.2%	-11%	20%	23%
O=C(Nc1ccnn1C1CCN(Cc2ccn[nH]2)CC1)c1ccccc1	21%	-3%	4%	5.1%	-2%	0.4%	-8%	1.0%	-4%
C/C(=N/NC(=O)c1ccn(C)n1)c1ccncc1	-13%	-12%	-6%	-2.6%	-1%	-0.1%	2%	-2.7%	-3%
CC(C)(C)c1ccc(C(=O)Nc2sc3c(c2C(=O)O)CCC3)cc1	5%	19%	5%	·	-3%	0.2%	·	51%*	-56%[20 µM]
CC(=O)Nc1ccccc1NC(=O)CC(C)(C)C	5%	-2%	22%	-5.2%	-2%	-0.2%	10%	-1.2%	-6%
COc1ccc(NC(=S)N2CCC(C(=O)N3CCCCCC3)CC2)cc1	4%	-23%	-2%	2.7%	-1%	-0.2%	·	-3.4%	-28%
Cc1cccnc1NC(=O)C1CCN(S(=O)(=O)c2ccc3c(c2)CCC(=O)N3)CC1	-13%	0%	5%	-3.5%	2%	-0.1%	-3%	13%	-15%
COc1ccc(N2CCN(CC(=O)N3CCC(C)CC3)CC2)cc1	-4%	-2%	-12%	6.5%	-3%	0.5%	-22%	3.2%	9%
CC(C)(C)OC(=O)NC(Cc1ccccc1)C(=O)N1CCC(C(=O)NCC(=O)Nc2ccc(F)cc2)CC1 (configuration not stated)	2%	2%	10%	1.2%	2%	-0.2%	-18%	18%	32%
CCOC(=O)C(CC)n1nc(C)n2c(cc3sccc32)c1=O (configuration not stated)	-12%	6%	-3%	-1.0%	1%	0.6%	-32%	-0.1%	15%
CC(=O)Nc1ccc(N2CCN(C(C)=O)CC2)cc1	28%	-23%	-8%	5.2%	-6%	0.0%	12%	-2.8%	-24%
Cn1cccc1/C=N/NC(=O)C12CC3CC(CC(C3)C1)C2	-11%	6%	4%	-0.1%	-3%	0.2%	-16%	1.8%	8%
Cc1ccc(-n2ncc3c(NCCCN4CCOCC4)ncnc32)c(C)c1	9%	-4%	10%	-6.3%	3%	-0.2%	-21%	0.0%	-3%
O=C(NC(=S)Nc1cccc2c(O)cccc12)c1ccco1	2%	3%	-6%	5.2%	0%	-0.2%	27%	5.1%	-30%
O=C(O)c1ccnc(SCC(=O)c2ccccc2)c1	-14%	12%	-5%	3.2%	6%	0.1%	-20%	2.5%	-24%
CCOC(=O)NC(=O)COC(=O)c1cccc2ccccc12	22%	4%	-2%	1.4%	-6%	-0.3%	-22%	-0.3%	-48%
O=C(CSc1nc2c(cnn2-c2ccc(F)cc2)c(=O)[nH]1)N1CCCCCC1	22%	8%	9%	-3.5%	-3%	-0.1%	-3%	2.7%	-35%

Among those listed so far, seven have fluorine:
SMILES	GPR35 antagonists	AID2073	GPR55 LPI antagonism	KOR beta-arrestin-1	SIAH1 antagonists	GPR55 activation	NOD1 inhibition	HIV fusion peptide	KOR beta-arrestin-2
O=C(NCc1cccnc1)C1CC(c2ccc(F)cc2)=NO1 (configuration not stated)	21%	-2%	15%	2.4%	2%	-0.1%	-25%	-2.4%	-25%
COc1c2occc2c(OC)c2c(=O)cc(C(F)(F)C(F)(F)F)oc12	5%	4%	-6%	0.9%	-4%	-0.3%	2%	0.4%	-12%
O=C(Cn1nc(-c2ccccc2)c2ccccc2c1=O)Nc1ccc(F)cc1	-11%	-5%	-29%	-4.6%	7%	0.3%	-2%	15%	25%
FC(F)(F)c1cccc(CNC(=S)Nc2ccccc2)c1	-5%	-23%	-11%	4.6%	3%	-0.1%	-43%	1.5%	-78%[20 µM]
CCCN(CC(=O)Nc1cccc(Br)c1)CC(=O)Nc1ccc(F)c(F)c1F	3%	6%	5%	0.9%	-2%	-0.2%	-40%	4.0%	-15%
CC(C)(C)OC(=O)NC(Cc1ccccc1)C(=O)N1CCC(C(=O)NCC(=O)Nc2ccc(F)cc2)CC1 (configuration not stated)	2%	2%	10%	1.2%	2%	-0.2%	-18%	18%	32%
O=C(CSc1nc2c(cnn2-c2ccc(F)cc2)c(=O)[nH]1)N1CCCCCC1	22%	8%	9%	-3.5%	-3%	-0.1%	-3%	2.7%	-35%
